High-throughput results as filed in PubChem.
Mm-Cpn inhibitor = M. maripaludis TRiC chaperonin inhibition | AID 504842 | hit rate 0.031% among 330,000 | Potency, µM (doses to about 76.9 µM), for inactives: at the top dose activity, negative = inhibition, actives largely listed as inhibitors | purified Mm-Cpn ATPase, ADP Transcreener TR-FRET; further: potency means the concentration at half of the fitted maximal effect; on the % scale 0 is the no-effect control and ±100 the full control effect; nearly all actives have a fitted effect of over 80% in size
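Purified archaeal Mm-CPN (25nM final) preincubated 10 min at 37degC with compound, then 10uM ATP for 30 min at 37degC; ADP measured by HTRF Transcreener TR-FRET; buffer 30 mM TRIS pH 7.4, 100mM KCl, 5mM MgCl2, 1mM DTT.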
Nrf2 ARE act = Nrf2 pathway activation | AREc32 ARE-luciferase reporter (MCF7-derived line), luminescence, 24 h | Potency, µM (top dose mostly 46.1 µM), for inactives: at the highest dose activation, actives largely listed as activators | hit rate 0.31% among 410,000; further: potency means the concentration at half of the fitted maximal effect; % of control where 0% means no effect; nearly all actives have a fitted effect of over 65% in size
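Luciferase luminescence (Steady-Glo, 30 min at room temperature) served as the read-out of ARE activation in AREc32 cells treated with compounds for 24 hr at 37 deg C.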
A549 tox = kills or reduces viability of A549 cells in Nrf2 counter-screen. A549 ARE-Fluc cells, CellTiter-Fluor viability, 18-24 h. Potency, µM (top dose mostly 46 µM), without a hit: top-dose activity change, negative = cytotoxicity, usual class: inhibitors. AID 504648. hit rate 0.16% among 390,000; further: potency means the concentration at half of the fitted maximal effect; on the % scale 0 is the no-effect control and ±100 the full control effect
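A549 ARE-Fluc cells in 5% FBS OPTI-MEM, 5000 cells/well, rested 2 h then exposed to compounds in concentration-response for 18-24 h at 37 °C. Viability by CellTiter-Fluor fluorescence (Ex 405/Em 525) after 30 min; luciferase luminescence (BugLite, 15 min, RT) read afterwards.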
Abeta rescue = restores growth of yeast expressing A-beta42 peptide; AID 1347071; hit rate 0.063% among 410,000; yeast expressing A-beta42, growth rescue, OD600, 48 h; response scale: 0% DMSO, 100% iron-clioquinol control; Potency, µM (titrated, usually from 46.1 µM), without a hit: top-dose growth rescue, most hits filed as activators; further: potency means the concentration at half of the fitted maximal effect; nearly all actives have a fitted effect of over 55% in size
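Growth rescue measured by 600 nm absorbance after 48 h yeast culture at 30 C with compound. Values normalized between DMSO and an equimolar ferric chloride plus clioquinol control.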
Nrf2 block = blocks Nrf2 signaling; A549 ARE-Fluc reporter, luciferase luminescence, 18-24 h; Potency, µM (titrated, usually from 46 µM), inactives show at the top dose activity change, negative = inhibition, usual class: inhibitors; hit rate 2.1% among 360,000; AID 504444; further: potency means the concentration at half of the fitted maximal effect; on the % scale 0 is the no-effect control and ±100 the full control effect; nearly all actives have a fitted effect of over 60% in size
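In this cell-based qHTS, ARE-driven firefly luciferase in A549 cells reports Nrf2 activity; the luminescent signal after BugLite lysis is the measured value, with a prior CellTiter-Fluor read for cell health.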
CCT modulator = cytosolic chaperonin activity modulation | purified chaperonin ATPase assay, HTRF ADP detection, 30 min | activity change, % (no concentration beside the values), hits read low | hit rate 0.3% among 360,000 | AID 651819; in the data active means activity change below about -30%; further: on the % scale 0 is the no-effect control and ±100 the full control effect
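Enzyme 40 or 20 nM (batch-dependent) in Tris pH 7.4/KCl/MgCl2/DTT; cpd 76 uM single point; ATP 10 uM; 30 min 37 °C; Transcreener ADP HTRF detection, 30 min RT; ratio 665/615.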
Akt phos inh = inhibitors of Akt phosphorylation; hit rate 0.32% among 360,000; activity change, % for hits at 50 µM; Neuro2A IGF-stimulated pAkt S473 HTRF, 20 min; active compounds read low; in the data active means activity change below about -80%; inconclusive means mostly about -51% to -80%; further: on the % scale 0 is the no-effect control and ±100 the full control effect
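Neuro2A cells (4,500/well, DMEM with 0.5% FBS) were treated with compound at a single 50 µM final concentration, stimulated with 6 nM IGF for 20 min at 37 °C, and lysed. Phospho-Akt Ser473 was read by HTRF as 665/615 ratio ×10^4.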
HepG2 tox = HepG2 cytotoxicity, counter-screen for TGF-b inhibitors | Potency, µM (doses to about 46.1 µM), inactives show top-dose activity change, negative = cytotoxicity, usual class: cytotoxic | HepG2 CAGA-GFP viability, ATP luminescence, 18 h | hit rate 0.76% among 410,000; further: potency means the concentration at half of the fitted maximal effect; some results filed as inactive show a strong effect at the top dose
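HepG2 CAGA-GFP cells (1000/well, DMEM with 1% FBS) received compound, then TGF-beta at 500 pg/mL final, and were incubated 18 hours at 37 degrees C. Viability was read by CellTiter-Glo luminescence. Media-only wells were set as complete cell-killing and DMSO as no toxicity.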
TGFb inhibitor = blocks TGF-b signaling | HepG2 CAGA-GFP TGF-b/SMAD3 reporter, GFP fluorescence, 18 h; TGF-beta stimulated, 500 pg/mL final | Potency, µM (series often up to 46.1 µM), for inactives: at the top dose activity, negative = inhibition, actives largely listed as inhibitors | hit rate 1.2% among 410,000 | AID 588855; further: potency means the concentration at half of the fitted maximal effect; on the % scale 0 is the no-effect control and ±100 the full control effect; nearly all actives have a fitted effect of over 65% in size
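GFP signal (ex488/em500-530) from TGF-beta-stimulated HEPG2 CAGA-GFP cells, 500 pg/mL final, 18 h at 37 degrees C in DMEM plus 1% FBS, normalized to unstimulated and DMSO-stimulated controls.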
An asterisk follows results filed as active; i = inactive; ? = inconclusive; nt = not tested or not shown; [ ] = dose if it differs, or a comment. Unless noted, the call rests on the fitted dose curve; in most records, active means well fitted curve in the direction sought with a large enough effect; inconclusive means small, poorly fitted or top-dose-only effect, or another doubt; inactive means no such curve, though single readings can be large; an effect the other way counts as inactive or inconclusive. Hits appear at their usual frequency. Share with any hit: about 4.3%.

SMILES	Mm-Cpn inhibitor	Nrf2 ARE act	A549 tox	Abeta rescue	Nrf2 block	CCT modulator	Akt phos inh	HepG2 tox	TGFb inhibitor
CC1CCN(c2ccc(C(=O)Nc3nnc(C4CC4)s3)cc2[N+](=O)[O-])CC1	-1%	2.9%	-13%	3%	-12%	3.4	i	-7%	-6%
COC(=O)COc1ccc(/C=N/NC(=O)CN(c2ccccc2OC)S(=O)(=O)c2ccccc2)cc1	0%	-0.4%	1%	-5%	3%	-2.6	i	-10%	-7%
Cc1cc(C)n(-c2ccc([N+](=O)[O-])cc2)n1	1%	-0.1%	1%	-5%	-16%	0.2	i	-1%	-2%
O=C(Oc1ccc(Cl)c2cccnc12)c1cccc([N+](=O)[O-])c1	0%	4.6%[9.22 µM]	-2%	-14%	-10%	-1.2	i	-56%	14µM*
CSc1ccc(C(=O)C2CCCN(C(=O)c3cc4cc(F)ccc4[nH]3)C2)cc1 (stereo unspecified)	-10%	10.0%	0%	6%	?	-2.5	i	-22%	-10%
C=CCOc1cccc(C(=O)N2CCCC(CNS(=O)(=O)c3cccs3)C2)c1 (stereo unspecified)	-2%	-0.2%	17%	0%	9%	-1.9	i	-7%	-2%
COc1ccc(-c2cn3c(n2)sc2cc(C(=O)NCc4cccc(F)c4)ccc23)cc1	nt	3.7%	-2%	-3%	?	nt	nt	-3%	-7%
CC(/C=N/NC(=O)c1ccccc1F)c1ccccc1 (stereo unspecified)	1%	0.4%	1%	-7%	14%	-0.8	i	-9%	2%
CCCC1CCC(c2ccc(C(N)=O)cc2)CC1 (stereo unspecified)	-8%	-0.4%	-7%	-9%	7%	0.6	i	8%	34%
COCCN(CC(=O)Nc1ccccc1C(F)(F)F)C(=O)/C=C/c1ccc2ccccc2n1	1%	-0.2%	-4%	-3%	11%	2.8	i	-22%	-26%
O=C(CCN1C(=O)c2ccccc2C1=O)NC(=S)Nc1ccccc1	-1%	2.7%	-4%	-9%	6%	2.2	i	-1%	3%
CCN(CC)C(=O)CCc1nnc(CCc2c[nH]c3ccccc23)o1	-4%	-0.3%	-2%	-4%	7%	-1.1	i	7%	1%
COc1ccc2c(c1)c1nc3ccccc3nc1n2Cc1ccc(OC)c(OC)c1	-2%	-0.8%	-9%	?	-19%	-1.9	i	-2%	-27%
COc1cccc(NC(=O)C(=O)NCc2ccncc2)c1	0%	2.6%	2%	-14%	?	-0.2	i	6%	10%
O=[N+]([O-])c1ccc(-c2cnc[nH]2)cc1	3%	2.4%	1%	-7%	13%	-4.2	i	9%	-10%
CC1CCN(c2nnc(N)s2)CC1	2%	-1.1%	1%	1%	nt	-1.0	i	2%	-9%
CC(C)CC(NC(=O)OC(C)(C)C)c1cn([C@@H](Cc2cc3ccccc3[nH]2)C(=O)N2CCN(C(=O)OC(C)(C)C)CC2)nn1 (stereo partly specified)	nt	-1.1%	-20%	2%	?	-8.8	i	-1%	?
COC(=O)CCC(=O)NN1C(=O)c2ccccc2C1=O	3%	0.2%	0%	5%	-7%	-0.5	i	-22%	-22%
COc1ccc(N2CCN(c3oc(COc4ccc(Cl)cc4Cl)nc3C#N)CC2)cc1	0%	-0.4%	-9%	-2%	-21%	-0.4	i	-10%	11%
Cc1cc(C)cc(N(C)S(=O)(=O)c2nnc(NC(=O)COc3ccc(Cl)cc3)s2)c1	nt	-1.1%	-19%	-3%	?	nt	nt	-14%	0%
CCOC(=O)CNC(=O)CSc1nc2ncc(Br)cc2[nH]1	0%	2.7%	-11%	3%	0%	-3.0	i	16%	?
COc1ccc(Cl)cc1NC(=O)CN(C)C(=O)Cc1n[nH]c(=O)c2ccccc12	-1%	2.9%	3%	-6%	-4%	-3.6	i	1%	6%
CCCNC(=O)CN(Cc1ccco1)S(=O)(=O)c1ccc(OCC)cc1	1%	-0.6%	-9%	12%	1%	-4.0	i	-2%	0%
CCc1nn(CC(=O)NCc2ccc(OC)cc2OC)c(=O)c2cc3c(OC)cccc3n12	nt	-1.2%	6%	-4%	8%	nt	nt	-12%	-3%

3 entries picked at random from the list so far:
SMILES	Mm-Cpn inhibitor	Nrf2 ARE act	A549 tox	Abeta rescue	Nrf2 block	CCT modulator	Akt phos inh	HepG2 tox	TGFb inhibitor
CC1CCN(c2nnc(N)s2)CC1	2%	-1.1%	1%	1%	nt	-1.0	i	2%	-9%
CCCNC(=O)CN(Cc1ccco1)S(=O)(=O)c1ccc(OCC)cc1	1%	-0.6%	-9%	12%	1%	-4.0	i	-2%	0%
COc1ccc2c(c1)c1nc3ccccc3nc1n2Cc1ccc(OC)c(OC)c1	-2%	-0.8%	-9%	?	-19%	-1.9	i	-2%	-27%

Additional compounds
SMILES	Mm-Cpn inhibitor	Nrf2 ARE act	A549 tox	Abeta rescue	Nrf2 block	CCT modulator	Akt phos inh	HepG2 tox	TGFb inhibitor
Cc1cc(C)nc(/N=C2\NC(=O)CC(C(=O)O)N2c2ccc(Oc3ccccc3)cc2)n1 (stereo unspecified)	0%	0.1%	-11%	-10%	6%	-2.1	i	2%	-2%
CCOC(=O)C/C(C)=N/NC(=O)c1cccs1	-1%	2.2%	13%	-8%	nt	-2.1	nt	-12%	-23%
O=C(N/N=C/c1cccc(OC(=O)c2ccccc2Cl)c1)c1cccnc1	1%	0.3%	-3%	20%	-28%	-2.6	i	-1%	2%
CCOc1cccc(/C=C/c2cc(C(=O)O)c3ccccc3n2)c1OC	1%	2.6%	-2%	-1%	?	-1.2	i	1%	2%
CCCCn1c(N)c(N(CCC(C)C)C(=O)COC(=O)c2ccco2)c(=O)[nH]c1=O	-2%	-0.1%	-10%	12%	-6%	-2.4	i	3%	-18%
COc1ccc(-c2nn3c(-c4cc(C)[nH]n4)nnc3s2)cc1	nt	nt	0%	nt	-15%	nt	nt	3%	10%
CC(=O)Nc1ccc2nc(-c3cccnc3)[nH]c2c1	-1%	0.7%	-7%	-4%	17%	-1.1	i	-3%	-5%
Cc1ccc2c(c1)C1(SC(C)C(=O)N1c1ccc(Cl)cc1)C(=O)N2 (stereo unspecified)	nt	0.8%	nt	1%	nt	-1.7	i	1%	-12%
O=C(OCc1nnc(-c2ccccc2)o1)c1ccc(Cl)cc1	-9%	-0.1%	1%	2%	17%	-1.2	i	6%	2%
C[C@H](CO)N1C[C@H](C)[C@@H](CN(C)C(=O)Nc2ccc(C(F)(F)F)cc2)Oc2c(NS(=O)(=O)c3cccs3)cccc2C1=O	-3%	-0.4%	-4%	5%	13%	1.3	i	-1%	-27%
COc1ccccc1C(c1nnnn1C(C)(C)C)N1CCCCCC1 (stereo unspecified)	-2%	-0.3%	13%	1%	?	0.4	i	-45%	?
CC(=O)Oc1ccc(C(=O)Nn2cnnc2)cc1	nt	-0.6%	1%	-2%	-3%	1.2	i	-2%	21%
COc1ccc(-c2cc(=NC(CC(C)C)C(=O)O)c3cc(C)ccc3o2)cc1 (stereo unspecified)	-5%	2.8%	3%	6%	?	0.2	i	12%	6%
O=C(CSc1nccc(-c2cccs2)n1)Nc1cccc(Cl)c1Cl	-3%	2.2µM*	9%	5%	-13%	-4.1	i	16%	-22%
Cc1ccc(N2C(=O)C(CC(=O)Nc3ccc(F)cc3)N(Cc3ccc4c(c3)OCO4)C2=O)cc1 (stereo unspecified)	nt	0.8%	-2%	-11%	1%	nt	nt	-3%	-3%
Cc1sc2nc(SCc3ccc(C(=O)O)cc3)n(Cc3ccco3)c(=O)c2c1C	0%	3.5%	-12%	6%	?	-2.3	i	0%	-19%
COc1ccccc1NC(=O)c1cc(S(=O)(=O)N2CCOCC2)ccc1Cl	nt	-0.8%	-15%	-5%	2%	-3.4	i	1%	2%
CC(C)NC(=O)CCSc1nc(-c2ccc3c(c2)OCO3)cc(C(F)(F)F)n1	nt	-0.6%	-8%	2%	-11%	nt	nt	-21%	-4%
COc1cc(CNCc2ccncc2)ccc1OCC(N)=O	nt	0.1%	1%	5%	0%	-0.4	i	1%	-2%
O=C(CCCn1c(=O)[nH]c2cc(Cl)ccc2c1=O)NCCCN1CCCC1	-2%	-0.9%	12%	1%	nt	2.3	i	-4%	9%
Cc1ccc(NC(=O)CCn2nc(C)c3c(C)n(-c4ccccc4)nc3c2=O)cc1Cl	nt	-0.3%	9%	-25%	?	nt	nt	2%	0%
Cc1cc(F)ccc1NC(=S)NC1CCCC1	0%	-0.2%	3%	27%	-2%	-0.2	i	-12%	-6%
CCNC(=O)C1(C)CCN(C(=O)c2ccc3ccccc3c2)C1 (stereo unspecified)	nt	0.6%	nt	-12%	nt	-2.5	i	-1%	20%
O=C(O)c1c(-c2ccc(Cl)cc2)cn2ccccc12	-1%	6.7%	3%	1%	?	1.6	i	25%	-23%
Cc1ccc(S(=O)(=O)NNC(=O)Nc2ccc(Cl)c(Cl)c2)cc1	-4%	0.0%	13%	-13%	20%	1.1	i	15%	7%
Cc1ccc(C(=O)NCc2ccccc2)cc1Br	-1%	-0.4%	7%	-10%	4%	-1.5	i	-22%	-17%
CN(C(=O)c1nc(-c2cccc(F)c2)n2c1CCCCC2)c1ccccc1F	nt	4.0%	10%	4%	?	nt	nt	-8%	-23%
CCOC(=O)c1c(NC(=O)CCS(=O)(=O)c2ccccc2)sc2c1CCN(C)C2	-21%	?	-4%	7%	12%	-1.3	i	-45%	?
CCCc1ccc(C(C)NC(=O)c2cnccn2)cc1 (stereo unspecified)	2%	0.1%	-3%	-8%	?	-5.6	i	-3%	?
COc1ccc(C(C)=O)cc1COc1nc(C)nc2ccccc12	1%	2.3%	-11%	-2%	-6%	1.7	i	15%	-2%
